PHOSPHO1 block: PHOSPHO1 (human) inhibition; 1.1% of 290,000 active; recombinant PHOSPHO1, absorbance phosphatase assay; AID 1565; inhibition, % at 13.3 µM; Q8TCT1; in the data active = inhibition above about 60%
Target sequence (Q8TCT1 whole entry, looked up): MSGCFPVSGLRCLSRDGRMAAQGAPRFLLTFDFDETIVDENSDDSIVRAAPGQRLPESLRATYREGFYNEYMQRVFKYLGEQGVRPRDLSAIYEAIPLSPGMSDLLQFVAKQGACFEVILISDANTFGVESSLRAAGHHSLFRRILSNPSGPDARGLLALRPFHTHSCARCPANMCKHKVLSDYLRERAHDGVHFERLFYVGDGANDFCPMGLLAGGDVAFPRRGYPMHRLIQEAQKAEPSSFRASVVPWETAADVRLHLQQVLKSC
MEKK2mut PB1 HTS: signal of MEK5 binding to mutant human MEKK2 PB1 domain | percent response, % at 10 µM | 0.35% of 290,000 active | bead flow cytometry, Alexa488-MEK5 binding to MEKK2 mutant; in the data active = percent response above about 24%, passing the limit was not always enough; also: inactives centre near 1; some results filed as inactive read as strong as hits; reference of the scale not given here
OXTR ag: agonists of human oxytocin receptor; CHO-OTR cells, Fluo-8 calcium fluorescence; normalized: DMSO 0%, oxytocin 100%; activation, % at 3 µM; P30559; 0.32% of 320,000 active;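 active = activation above the mean of all tested compounds plus 3 SD, cutoff set per screening run, cut at about 20% in these data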;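 also: peak over basal fluorescence ratio from a 100 s FLIPR kinetic read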
Target sequence (P30559 whole entry, looked up): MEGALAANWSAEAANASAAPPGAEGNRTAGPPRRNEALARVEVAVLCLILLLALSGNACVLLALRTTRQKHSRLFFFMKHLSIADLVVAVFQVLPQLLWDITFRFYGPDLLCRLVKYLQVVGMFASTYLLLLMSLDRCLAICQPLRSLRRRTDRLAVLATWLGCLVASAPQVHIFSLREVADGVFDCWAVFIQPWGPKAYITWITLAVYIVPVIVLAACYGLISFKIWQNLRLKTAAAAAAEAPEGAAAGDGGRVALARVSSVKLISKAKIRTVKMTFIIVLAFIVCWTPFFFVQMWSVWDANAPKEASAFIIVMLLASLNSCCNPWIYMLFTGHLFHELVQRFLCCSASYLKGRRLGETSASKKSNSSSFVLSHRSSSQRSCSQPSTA
GPR7 antag: antagonists of human GPR7 (neuropeptides B/W receptor 1). P48145. GPR7-expressing cells, fluorescence antagonist assay. inhibition, % at 4.4 µM. 1.1% of 290,000 active; in the data active = inhibition above about 16%, passing the limit was not always enough;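 also: cells stimulated with the agonist NPW; 0% = agonist with vehicle and 100% = vehicle without agonist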
Target sequence (P48145 whole entry, looked up): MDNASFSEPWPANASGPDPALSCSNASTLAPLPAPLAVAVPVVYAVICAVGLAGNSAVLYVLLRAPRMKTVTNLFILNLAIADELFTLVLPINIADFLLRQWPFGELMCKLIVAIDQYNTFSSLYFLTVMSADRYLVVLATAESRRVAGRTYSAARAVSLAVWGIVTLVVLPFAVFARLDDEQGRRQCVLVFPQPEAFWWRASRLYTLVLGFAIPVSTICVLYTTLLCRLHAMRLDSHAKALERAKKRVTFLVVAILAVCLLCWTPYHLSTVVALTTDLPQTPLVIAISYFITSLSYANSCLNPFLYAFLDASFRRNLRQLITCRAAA
MEKK2 WT-MEK5: raises or lowers MEK5 binding to wildtype human MEKK2 PB1 domain | Q9Y2U5 | bead flow cytometry, Alexa488-MEK5 binding to MEKK2 WT; actives lie on both sides | binding response (% of control), % at 10 µM | 1.1% of 290,000 active | AID 1531; in the data active = binding response below about 67% or above about 130%
MEKK3 PB1 HTS: MEKK3-MEK5 PB1 interaction, increase or decrease; 1.4% of 290,000 active; AID 1529; bead-based flow cytometry, Alexa488-MEK5 binding to MEKK3; actives lie on both sides; 0 = blocked by unlabeled MEK5, 100 = vehicle; binding response (% of control), % at 10 µM;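 active = binding response more than 3 SD above or below the average of its plate-row segment, actives on both sides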;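 also: Alexa488 bead fluorescence after subtracting the streptavidin-only scavenger bead signal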
FID counter: counter-screen for HCV NS3 helicase inhibitors: DNA intercalator displacement | inhibition, % at 7.9 µM | DNA fluorescent intercalator displacement, fluorescence | 0.17% of 290,000 active; in the data active = inhibition above about 37%;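 also: 0% = vehicle and 100% = reference compound; higher means more ethidium bromide displaced from hairpin DNA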
NALP1 inh: inhibitors of NALP1 inflammasome in yeast; AID 2071; 0.61% of 280,000 active; inhibition, % at 10 µM; S. cerevisiae NALP1/ASC/caspase-1 growth, X-gal OD620, 72 h; in the data active = inhibition mostly above about 24%, no sharp cut-off; inactive = mostly below about 32%; also: some compounds called inactive have numbers as strong as hits
M18AAP inhibitor: blocks P. falciparum M18 aspartyl aminopeptidase. recombinant PfM18AAP, H-Glu-NHMec fluorogenic cleavage. inhibition, % at 7.35 µM. 1.2% of 290,000 active;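 active = inhibition above the campaign mean inhibition over all tested compounds plus 3 SD, cut at about 28% in these data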;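 also: 0% = plate median of test compound wells and 100% = 2 mM ZnCl2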
* marks the source's active call; other numbers are inactive results; . = not tested or not shown.

SMILES	PHOSPHO1 block	MEKK2mut PB1 HTS	OXTR ag	GPR7 antag	MEKK2 WT-MEK5	MEKK3 PB1 HTS	FID counter	NALP1 inh	M18AAP inhibitor
Cc1noc(NS(=O)(=O)c2ccc(NC(=O)c3ccc(Br)o3)cc2)c1C	21.5	4.0	1.1	-17.2	105.0	106.0	-14.6	11.1	4.5
O=C1NC(=O)/C(=C/c2cccc([N+](=O)[O-])c2)N1	28.3	5.0	0.5	-0.9	95.0	106.0	-7.3	10.7	2.4
COC(=O)C(Oc1ccc2c(-c3ccc(OC)cc3)cc(=O)oc2c1)c1ccccc1 (stereo not given)	-1.4	10.0	0.9	-3.4	103.0	96.0	-12.5	31.8	-1.6
COc1cc(CN2CCC(C(=O)N3CCN(c4ccccc4F)CC3)CC2)cc(OC)c1O	17.2	1.0	0.8	-7.2	107.0	101.0	7.4	-10.8	10.6
COc1cc2c(c(OC)c1)C(c1ccncc1)CC(=O)N2 (stereo not given)	-0.5	-4.0	0.3	-5.2	107.0	104.0	1.1	.	0.3
c1ccc(OCCCCn2cnc3ccccc32)cc1	7.3	1.0	6.8	-5.9	103.0	102.0	-10.3	14.3	-3.0
CN(/N=C/C=C/c1ccccc1)c1cc(=O)n(C)c(=O)[nH]1	9.6	-2.0	0.9	-5.3	101.0	99.0	-8.1	7.5	3.5
CCN1/C(=C\C=C2\C(=O)N(C)C(=S)N2C)Sc2ccccc21	-18.3	-11.0	0.8	0.7	87.0	95.0	-2.1	5.2	15.7
CCOC(=O)C1CCN(S(=O)(=O)c2ccc(CC)cc2)CC1	11.1	-2.0	-1.0	21.1*	98.0	98.0	-21.2	22.1	-2.5
COc1ccc(Nc2ncc3c(n2)CC(c2ccc(OC)cc2)CC3=O)cc1 (stereo not given)	6.3	0.0	-1.7	-11.6	95.0	100.0	-1.3	-2.0	-12.1
CCOc1ccc(N=Cc2c(C)[nH]n(-c3nc4ccccc4[nH]3)c2=O)cc1	-26.9	-1.0	-0.3	-1.5	103.0	93.0	-4.2	9.3	8.6
COc1cccc(C(=O)Nc2cccc(-c3ccc4nncn4n3)c2)c1OC	-4.6	-2.0	-0.5	-9.5	100.0	101.0	-10.1	1.4	9.4
Cc1ccc(S(=O)(=O)NCc2ccccc2)cc1C(=O)NC1CCCCC1	33.5	4.0	-0.7	1.2	98.0	96.0	-24.4	4.5	-7.0
CCOc1ccccc1N(CC(=O)NC1CCCCC1)C(=O)CCC(=O)Nc1cc(C)ccn1	20.0	6.0	0.1	3.0	102.0	101.0	-47.7	4.8	-7.1
COC(=O)C1C(c2ccccc2)C=CC(c2ccccc2)C1C(=O)O (stereo not given)	2.6	-5.0	0.9	-5.3	88.0	90.0	-34.2	.	-18.0
CC[C@@H]1C=C(C)C[C@H](C)C[C@H](OC)[C@H]2O[C@@](O)(C(=O)C(=O)N3CCCC[C@H]3C(=O)O[C@H](/C(C)=C/[C@@H]3CC[C@@H](O)[C@H](OC)C3)[C@H](C)[C@@H](O)CC1=O)[C@H](C)C[C@@H]2OC	7.8	2.0	.	-0.3	92.0	93.0	-54.6	1.7	3.2
Cc1ccc2c(c1)Oc1ccccc1C=C2C(=O)O	36.3	-13.0	0.3	1.7	86.0	95.0	-7.3	13.7	-2.2
COc1ccc(CNC(=O)OCCN2CCN(S(=O)(=O)c3ccc(C)cc3)CCC2=O)cc1	1.3	6.0	-1.6	-18.6	101.0	105.0	-34.8	12.4	-2.0
COc1ccc(Nc2nc3ccccc3n3cnnc23)cc1Cl	18.4	9.0	-2.3	2.1	104.0	108.0	-17.4	22.7	5.4
Cc1ccc(CNC(=O)C(=O)NCCCn2ccnc2)cc1	.	-2.0	-0.1	9.2	105.0	99.0	1.3	.	8.6
Cc1ccc2nc(C(F)(F)F)c(C#N)c(N)c2c1	14.4	9.0	0.4	-0.3	106.0	106.0	0.8	18.4	-8.7
CCc1nc(C)cn1S(=O)(=O)c1cc(Br)ccc1OC	12.9	2.0	1.1	-1.9	103.0	101.0	-9.1	3.2	-0.7
CCCc1nc2ccccc2c(=O)n1CCc1ccccc1	18.3	3.0	-2.1	-4.6	105.0	102.0	-20.4	11.9	-12.1
CN(c1ccccc1)S(=O)(=O)c1ccc(NC(=O)c2nc(S(C)(=O)=O)ncc2Cl)cc1	-46.8	2.0	2.2	92.3*	100.0	102.0	-10.6	19.3	-67.1
COCCNC(=O)C(=O)Nc1cccc(Br)c1	13.9	-1.0	1.7	-4.9	98.0	93.0	-3.0	6.4	-3.8
CC1CCN(C2=NC(=O)/C(=C/c3cccc(O)c3)S2)CC1	11.4	6.0	-0.7	13.3	107.0	109.0	-21.6	10.1	-4.8
C[C@@H]1C(=O)O[C@H]2[C@H]1CC[C@@]1(C)C(=O)C=C[C@@](C)(O)[C@H]21	30.9	-1.0	-0.3	.	104.0	84.0	.	10.3	.
NCCCC[C@@H]1NC(=O)c2cc([N+](=O)[O-])cc(F)c2NCCCC[C@@H](C(N)=O)NC(=O)[C@H](CCC(N)=O)NC1=O	8.7	9.0	1.3	-12.9	98.0	94.0	11.0	23.7	-6.5
O=C(c1ccc(COc2ccccc2Br)o1)N1CCN(c2ccccn2)CC1	34.3	0.0	-2.0	-8.7	96.0	101.0	-32.2	3.7	3.8
COc1cc2cc(CN(Cc3cccnc3)C(=O)Nc3ccccc3F)c(=O)[nH]c2cc1OC	36.3	-11.0	-1.5	-2.4	84.0	91.0	-2.1	0.7	1.5
CC(=O)c1cccc(CN2CCC(n3nccc3NC(=O)c3ccc4c(c3)OCO4)CC2)c1	52.6	10.0	-1.1	6.4	110.0	107.0	-2.7	3.5	3.9
Cc1cc(C)c(C#N)c(SCc2nnc(-c3ccccc3[N+](=O)[O-])o2)n1	27.9	-5.0	4.5	-2.8	91.0	85.0	-2.9	8.0	0.8
Cc1ccc(S(=O)(=O)Nc2nc(C)c(C(=O)NN)s2)cc1	3.6	-12.0	0.8	-0.2	91.0	79.0	-5.1	-6.8	-1.0
COc1ccc(C2C(C(=O)N3CCCC3)c3cc(OC)c(OC)cc3C(=O)N2C)cc1OC (stereo not given)	-20.5	1.0	0.6	-7.2	101.0	95.0	-23.3	-0.9	-13.1
COc1cccc(C(=O)NC(=S)Nc2ccc3oc(=O)ccc3c2)c1	-1.8	2.0	-2.1	-10.1	99.0	96.0	5.3	28.8	-8.1
O=C(/C=C/c1ccco1)Oc1cccc2cccnc12	7.8	-8.0	-2.1	-7.1	94.0	89.0	0.9	-14.1	10.2
O=c1[nH]c(=S)[nH]c(O)c1N=Nc1ccc(-c2ccccc2)cc1[N+](=O)[O-]	23.3	3.0	.	-9.5	-4.0*	96.0	3.3	-0.4	0.4
O=C(c1ccc(Cl)c(S(=O)(=O)N2CCOCC2)c1)N1CCCC1	23.2	-2.0	-0.1	1.9	98.0	101.0	-3.4	6.6	-12.0
O=NN1CCN(c2ccncc2S(=O)(=O)N2CCCCC2)CC1	41.4	8.0	0.3	17.4	108.0	102.0	-9.9	13.2	2.5
COC(=O)c1ccc(-n2nnnc2SCc2nn[nH]n2)cc1	23.4	3.0	-0.1	-11.8	109.0	111.0	-3.8	.	3.7
CCC(C(=O)NC(C)(C)C)N(C(=O)Cn1nnc(-c2cccs2)n1)c1cnc2ccccc2c1 (stereo not given)	44.7	-4.0	-2.5	0.1	93.0	98.0	-34.4	3.6	5.5
Cc1cccc(-n2cnc(C(=O)N3CCN(C)CC3)c2)n1	24.5	3.0	0.9	-16.7	106.0	103.0	1.9	9.8	4.9
O=C(NCc1ccc2c(c1)OCO2)c1cc(-c2ccccc2)on1	-22.8	2.0	-1.8	-6.9	105.0	109.0	-0.8	0.1	-2.2
Cc1cccc(C)c1NC(=O)CSc1nnc([C@@H]2CCCN2C(=O)OC(C)(C)C)o1	4.6	-2.0	0.0	-5.6	92.0	90.0	-2.3	11.9	1.8
Cc1ccc(S(=O)(=O)N/N=C/c2cccc3c2OCCO3)cc1	-22.0	3.0	1.1	-0.5	104.0	105.0	-1.7	1.2	-4.4
COCCn1c(=O)[nH]c2cc(C(=O)Nc3cc(C)cc(C)c3)ccc2c1=O	14.4	1.0	5.4	2.0	99.0	99.0	-33.1	-3.8	-2.9
Cc1c2c(c(C)n1C)C(C(=O)NC1CCCCC1)N(Cc1ccccc1)C2=O (stereo not given)	-24.1	-12.0	-0.5	-12.1	86.0	85.0	-15.0	20.6	-3.2
S=C(NCc1ccccn1)Nc1ccc(Cl)cc1Cl	13.4	0.0	-1.6	1.9	102.0	95.0	-4.1	15.2	15.5
O=C(Nc1ccc(Br)c2cccnc12)c1ccc(Cn2cc(Cl)cn2)o1	10.8	-1.0	0.1	-18.2	92.0	92.0	0.1	29.6	0.9
COc1cc(/C=C/c2ccc3cccc(O)c3n2)cc(OC)c1OC	25.7	9.0	-1.5	24.1	110.0	111.0	-28.8	-6.4	-7.4
Next section:
SMILES	PHOSPHO1 block	MEKK2mut PB1 HTS	OXTR ag	GPR7 antag	MEKK2 WT-MEK5	MEKK3 PB1 HTS	FID counter	NALP1 inh	M18AAP inhibitor
O=C(c1ccccn1)N1CCN(c2ccc(C(F)(F)F)cn2)CC1	-14.4	-6.0	4.4	-4.6	100.0	95.0	-8.8	20.7	-8.5
COC(=O)C(C(=O)OC)C(C[N+](=O)[O-])c1ccc(OC)c(OC)c1 (stereo not given)	36.6	0.0	0.5	-0.9	100.0	100.0	0.1	10.7	4.3
CC(=O)Nc1ccc(OCCCNC(=O)c2c(-c3ccccc3)noc2C)cc1	3.2	-2.0	3.5	-14.7	99.0	98.0	-14.3	-6.2	1.0
O=C(NCCc1ccccc1)c1cccnc1	4.1	11.0	1.2	-1.2	129.0	108.0	-6.0	13.7	5.3
O=C(CCc1ccccc1)Nc1ccnn1C1CCN(C/C=C/c2ccccc2)CC1	34.4	27.0*	0.3	0.1	126.0	108.0	17.1	4.1	1.8
CCOCCCn1c(SCC(=O)N2CCOCC2)nc2ccccc2c1=O	31.0	13.0	-0.4	-4.4	111.0	104.0	-21.9	8.7	-3.6
CC(SCc1ccccc1)C(=O)Nc1ccccc1F (stereo not given)	-55.4	2.0	-2.2	-2.8	98.0	99.0	-8.4	3.0	6.0
CCOc1ccc(CN(C)CC(=O)Nc2ccc(N3CCOCC3)cc2)cc1OC	-17.3	2.0	0.2	-1.0	101.0	101.0	-10.2	21.2	-1.4
Cc1ccc(NC(=O)Cn2c(=O)n(CCCCC(=O)NCc3ccco3)c(=O)c3ccccc32)cc1	1.9	12.0	-1.1	-5.5	101.0	103.0	-31.2	9.1	3.7
CN1CCC(Oc2ccccc2Sc2ccc(C(F)(F)F)cc2)CC1	0.1	11.0	15.5	27.0*	144.0	102.0	27.0	43.2	-2.4
